GoLoco inh red = RGS12 GoLoco-Gai1 interaction inhibition | Gai1:RGS12 GoLoco peptide FP, rhodamine, 10 min | AID 880 | P63096 | 230,000 tested, 0.44% active | Potency, µM (highest dose often 61.6 µM), inactives show at the highest dose activity, negative = inhibition, usual class: inhibitors; active means well fitted inhibition curve with a large enough effect, not every such curve was filed as active; inactive means no such curve, though single readings can be large or run the other way; further: on the % scale 0 is the no-effect control and ±100 the full control effect; nearly all actives have a fitted effect of over 30% in size; many of its hits are not listed in these tables
Target sequence (P63096 whole entry, looked up): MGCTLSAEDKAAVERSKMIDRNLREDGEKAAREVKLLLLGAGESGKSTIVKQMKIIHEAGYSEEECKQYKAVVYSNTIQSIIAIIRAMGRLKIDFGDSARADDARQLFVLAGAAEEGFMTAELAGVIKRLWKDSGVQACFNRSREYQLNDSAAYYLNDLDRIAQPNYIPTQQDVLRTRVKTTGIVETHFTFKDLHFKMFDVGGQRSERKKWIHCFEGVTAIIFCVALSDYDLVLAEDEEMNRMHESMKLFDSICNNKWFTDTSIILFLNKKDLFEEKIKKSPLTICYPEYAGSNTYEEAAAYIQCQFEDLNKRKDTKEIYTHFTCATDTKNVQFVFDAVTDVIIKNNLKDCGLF
ALDH1A1 block = ALDH1A1 (human) enzyme inhibition. AID 1030. Potency, µM (highest dose often 75.3 µM), inactives show top-dose activity, negative = inhibition, most hits filed as inhibitors. 220,000 tested, 7.3% active. P00352. Purified ALDH1A1, NADH fluorescence, propionaldehyde substrate; active means well fitted inhibition curve with a large enough effect, not every such curve was filed as active; inconclusive means small, poorly fitted or top-dose-only effect, or another doubt; inactive means no such curve, though single readings can be large or run the other way;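 further: plate controls were no enzyme wells and a reference inhibitor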
RECQ1 helicase = RECQ1 (human) helicase inhibition; P46063; RECQ1 DNA unwinding, red fluorescence kinetic read; Potency, µM (top dose mostly 57.3 µM), inactives show at the top dose activity, negative = inhibition, usual class: inhibitors; 240,000 tested, 0.54% active; AID 2549;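 further: plate controls were vehicle for no effect and no enzyme for full effect; nearly all actives have a fitted effect of over 30% in size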
Target sequence (P46063 whole entry, looked up): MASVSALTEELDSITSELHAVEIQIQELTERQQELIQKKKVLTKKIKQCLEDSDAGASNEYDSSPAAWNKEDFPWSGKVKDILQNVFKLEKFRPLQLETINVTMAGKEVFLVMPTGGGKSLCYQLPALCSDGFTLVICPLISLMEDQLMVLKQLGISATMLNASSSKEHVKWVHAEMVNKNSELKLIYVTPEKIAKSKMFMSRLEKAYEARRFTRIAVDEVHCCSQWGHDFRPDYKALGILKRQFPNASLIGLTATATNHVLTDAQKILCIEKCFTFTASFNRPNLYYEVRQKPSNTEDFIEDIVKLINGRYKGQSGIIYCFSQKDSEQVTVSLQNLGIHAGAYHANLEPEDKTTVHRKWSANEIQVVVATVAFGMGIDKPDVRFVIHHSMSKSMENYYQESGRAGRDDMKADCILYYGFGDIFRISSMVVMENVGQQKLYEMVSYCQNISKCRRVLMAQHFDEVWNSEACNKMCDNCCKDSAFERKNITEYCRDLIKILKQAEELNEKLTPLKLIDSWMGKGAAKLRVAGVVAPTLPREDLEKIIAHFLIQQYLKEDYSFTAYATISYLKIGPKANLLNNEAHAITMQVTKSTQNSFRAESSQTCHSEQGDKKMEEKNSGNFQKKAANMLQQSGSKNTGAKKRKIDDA
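RECQ1T1 50 nM; forked duplex (20 bp + 30-nt ss tails) 200 nM, ATP 2 mM final; pH 8.0, 2 mM MgCl2, 2.5 ug/ml poly(dI-dC); 15 min compound preincubation; discontinuous kinetic read over 2 h at RT.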
LMNA splice mod = modulators of lamin A splicing | HeLa LMNA splicing GFP/RFP minigene ratio, 48 h | Potency, µM (top dose mostly 46.1 µM), inactives show top-dose ratio change, negative = inhibition, hits mostly inhibitors | 200,000 tested, 0.01% active | AID 1487; active means well fitted inhibition curve with a large enough effect in the signal ratio, with a control signal flat, not every such curve was filed as active; inconclusive means small, poorly fitted or top-dose-only effect, or effect the other way, or a change in a side signal; the % refers to the signal ratio; further: on the % scale 0 is the no-effect control and ±100 the full control effect
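S3 HeLa stable clones carrying a lamin A-EGFP splicing minigene plus DsRed2 were seeded at 600 cells/well in Opti-MEM with 2% FBS, pin-dosed and incubated 48 h at 37°C. Acumen cytometry (488 nm) gave the GFP/RFP total-intensity ratio.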
JMJD2E inh = JMJD2E (human) inhibition; JMJD2E catalytic domain, FDH-coupled NADH fluorescence (FDH is formaldehyde dehydrogenase); Potency, µM (doses to about 57.1 µM), for inactives: at the top dose activity change, negative = inhibition, actives largely listed as inhibitors; 230,000 tested, 1.6% active; AID 2147; active means well fitted inhibition curve with a large enough effect, not every such curve was filed as active; inconclusive means small, poorly fitted or top-dose-only effect, or another doubt; inactive means no such curve, though single readings can be large or run the other way;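 further: 0% = wells with enzyme and -100% = buffer wells without enzyme; nearly all actives have a fitted effect of over 50% in size; many of its hits are not listed in these tables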
TRb SRC2 PPI = TRbeta-SRC2 interaction inhibition; P10828; TRbeta-SRC2 peptide binding, fluorescence polarization; receptor liganded with 1 µM T3; Potency, µM (highest dose often 106 µM), inactives show top-dose activity change, negative = inhibition, hits mostly inhibitors; 280,000 tested, 0.065% active;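 further: plate controls were bound peptide for no effect and peptide without receptor for full effect; nearly all actives have a fitted effect of over 50% in size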
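Polarization signal, normalized between peptide-alone and full complex controls, measured compound effects on T3-liganded human TRb LBD (0.6 uM) binding 20 nM Texas Red SRC2 peptide after 5 hr.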
SMN2 splice up = enhancers of SMN2 splice variant expression; Potency, µM (series often up to 46.1 µM), for the others: at the top dose activity change, positive = activation, actives largely listed as activators; HEK293 SMN2-luciferase splicing reporter, luminescence, 30-36 h; 210,000 tested, 2.8% active; AID 1458; further: % of control where 0% means no effect; nearly all actives have a fitted effect of over 55% in size
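HEK293 cells carry an SMN2 […]–luciferase reporter in which exon 7 inclusion puts luciferase in frame. Cells were plated 10-12 h before compound addition, then incubated 30-36 h at 37C. ONE-Glo luminescence was read; sodium butyrate at 4.5 mM final served as control.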
TR SRC2 fluor cs = counter-screen for TRb-SRC2 inhibitors: fluorescence interference; TRb/SRC2 Texas Red total fluorescence interference; Potency, µM (highest dose often 106 µM), for inactives: at the top dose fluorescence change, negative = quenching; 280,000 tested, 0.29% active; AID 1479; active means well fitted curve in either direction with a large enough effect; inconclusive means small, poorly fitted or top-dose-only effect; further: on the % scale 0 is the no-effect control and ±100 the full control effect
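Human TRb ligand-binding domain at 0.6 uM with 20 nM Texas Red SRC2 peptide in Tris buffer containing 1 uM T3 and 5% DMSO, incubated with compound 5 h at ambient temperature. Total fluorescence (555/632 nm) calculated as parallel + 2 × perpendicular.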
Starred values were filed as active, the others as inactive; i = inactive; u = inconclusive; x = no result given; [ ] = dose if it differs, or a comment. Unless noted, the call rests on the fitted dose curve; in most records, active means well fitted curve in the direction sought with a large enough effect; inconclusive means small, poorly fitted or top-dose-only effect, or another doubt; inactive means no such curve, though single readings can be large; an effect the other way counts as inactive or inconclusive. Potency means the concentration at half of the fitted maximal effect. This is a subset, so the mix of outcomes need not match the whole.

Molecule | GoLoco inh red | ALDH1A1 block | RECQ1 helicase | LMNA splice mod | JMJD2E inh | TRb SRC2 PPI | SMN2 splice up | TR SRC2 fluor cs
Cc1cc(O)ccc1Nc1nc(-c2sc(N)nc2C)cs1 | 116%[activator] | 8.9µM* | -4% | 4% | u | -21% | -7% | -4%
CN(C(=O)c1cc2sccc2n1C)C1CCCCC1 | -9% | u | -13% | 0% | 5% | -19% | 13µM* | -1%
O=C(CCc1nnc(CCC2CCCCC2)o1)NCc1ccon1 | 5% | -6% | i | x | 2% | 1% | x | -2%
COc1ccccc1NNC(=O)c1cc(C(C)(C)C)nn1Cc1ccccc1 | 6% | -5% | -23% | x | 5% | -4% | x | -1%
CC(CCc1ccccc1)NC(=O)CSc1ccccn1 (stereo not drawn) | 1% | -4% | -2% | x | 4% | -7% | 20% | 2%
CC(=O)N1CCN(C(=O)Cn2c(=O)oc3ccccc32)CC1 | 6% | 16% | -1% | -5% | -4% | -5% | 8% | 0%
COC(=O)c1cc(CNC(=O)c2ccccc2Cl)ccc1OC | 9% | 6% | 0% | u | -3% | 10% | -34% | 0%
Cc1nnc(SCC(=O)Nc2nc3ccccc3s2)n(N)c1=O | -8% | 7% | 0% | 5% | 1% | -7% | -9% | -2%
c1ccc(-c2ccnc3nc(-n4cccc4)nn23)cc1 | -1% | u | i | -9% | u | -23% | 2% | 0%
CN(CC(=O)O)S(=O)(=O)c1cc(Cl)ccc1Cl | -7% | u | 5% | 9% | 10% | 9% | 23% | -1%
CCc1c(O)cc(=O)n(-c2ccccc2)c1-c1ccccc1 | 23% | -8% | u | 6% | -6% | 3%[53 µM] | -12% | 0%[53 µM]
Cc1nn(-c2ccccc2)c2sc(C(=O)n3cccn3)cc12 | -1% | u | -14% | 1% | u | -2% | -22% | -3%
COc1ccc(-c2nnc(SCC(=O)N3CCOCC3)o2)cc1 | 5% | 6% | -3% | 3% | 6% | -5% | 14µM* | -5%
Cc1ccn2c(-c3n[nH]c(=S)n3C)c(C)nc2c1 | -18% | u | 6% | 9% | u | -8% | -36%[inhibitor] | -6%
Cn1c(=O)c2c(nc(SCC(=O)c3ccccc3F)n2C)n(C)c1=O | -16% | 18µM* | 6% | x | 0% | -1% | -6% | 0%
c1ccc(CNc2nc(NCc3ccco3)nc(N3CCOCC3)n2)cc1 | 1% | -10% | i | u | -2% | 1% | -17% | -4%
COc1ccccc1CNC(=O)C(=O)NCC1OCCN1C(=O)c1ccc(Cl)cc1 (stereo not drawn) | 12% | x | -2% | x | -2% | -5% | x | -1%
COc1cc(NC(=O)C(=O)N2CCN(C)CC2)c(OC)cc1Cl | 10% | x | -1% | x | 6% | 8% | x | -2%
COC(=O)c1c(NC(=O)CN2CCCc3ccccc32)sc(C)c1C | 10% | 20µM* | i | u | u | 7% | -30%[inhibitor] | 2%
CC1CCN(S(=O)(=O)c2cc([N+](=O)[O-])ccc2Cl)CC1 | -15% | 3.5µM* | 18% | x | -5% | -10% | -32%[inhibitor] | -4%
COCCSc1nnc(-c2cccc(C#N)c2)n1C | 7% | -3% | i | -3% | -7% | 1% | x | -2%
C/C(N)=C(\C#N)C(=O)NCc1ccccn1 | 4% | 7% | i | 5% | -2% | 2% | -5% | -3%
COc1ccc(C(=O)Nc2sc(C)c(C)c2CN2CC(C)OC(C)C2)cc1 (stereo not drawn) | x | -8% | -5% | -8% | 12% | 2% | x | -1%
CCOc1ccc(S(=O)(=O)NCc2ccco2)cc1 | -15% | -4% | 9% | 10% | -1% | -7% | -8% | 1%
COc1ccc2c(-c3ccccc3)cc(SCC(=O)N(C)C)nc2c1 | 21% | u | -4% | u | u | -3% | 0% | -7%

Random excerpt: two records from the list
Molecule | GoLoco inh red | ALDH1A1 block | RECQ1 helicase | LMNA splice mod | JMJD2E inh | TRb SRC2 PPI | SMN2 splice up | TR SRC2 fluor cs
COc1ccccc1NNC(=O)c1cc(C(C)(C)C)nn1Cc1ccccc1 | 6% | -5% | -23% | x | 5% | -4% | x | -1%
COc1ccccc1CNC(=O)C(=O)NCC1OCCN1C(=O)c1ccc(Cl)cc1 (stereo not drawn) | 12% | x | -2% | x | -2% | -5% | x | -1%

Next part.
Below each SMILES – GoLoco inh red, ALDH1A1 block, RECQ1 helicase, LMNA splice mod, JMJD2E inh, TRb SRC2 PPI, SMN2 splice up, TR SRC2 fluor cs
> CN1CCN(c2ccccc2NC(=O)c2ccc([N+](=O)[O-])cc2Cl)CC1
 : -2%, -2%, i, x, -1%, 11%, -5%, 0%
> O=C(c1cccc(F)c1F)N1CCCC1
 : 4%, -3%, 0%, -9%, -4%, -2%, x, -3%
> CC(C)C(c1nnnn1Cc1ccc(F)cc1)N1CCN(C(=O)c2ccco2)CC1 (stereo not drawn)
 : 7%, u, i, -7%, 1%, -4%, -7%, -3%
> C/C(=C\C(=O)c1ccccc1)NCc1ccc(F)cc1
 : 18%, u, -4%, 14%, u, -2%, -6%, -4%
> COC(C(=O)Nc1ccccc1F)c1ccccc1 (stereo not drawn)
 : -5%, u, i, 8%, 2%, -17%, -4%, 3%
> COCCNC(=O)/C(C#N)=C/c1ccc(C(=O)O)cc1
 : -3%, -2%, i, u, -6%, -6%, -2%, 0%
> O=C(O)/C(=C1/OC(=O)c2ccccc21)c1ccccc1
 : -9%, 3%, -10%, 10%, -3%, -13%, -10%, 2%
> CCOC(=O)C1CCCCN1Cc1cc(Cl)ccc1O (stereo not drawn)
 : 15%, -7%, u, 4%, 6%, -6%, -15%, 1%
> CC(C)C(=O)NNC(=O)CSc1nc(C2CCCCC2)nc2ccccc12
 : -3%, 10%, 2%, u, -2%, -7%, -15%, -1%
> Cc1cc(C)c2c(c1)c(C)cc1nnc(SCC(=O)c3cccs3)n12
 : -5%, 12%, -4%, 3%, 5%, -15%, -9%, -2%
> O=S(=O)(CCN1CCSCC1)c1ccccc1
 : 8%, x, -4%, x, 1%, -5%, x, -1%
> CCCOc1ccc(CSc2nc3ccccc3[nH]2)cc1
 : 5%, 9%, 1%, 5%, -3%, -4%, 20%, 1%
> O=C(O)CCCCCNC(=O)Cn1nnc2ccccc2c1=O
 : -1%, x, -7%, x, 0%, 0%, x, 0%
> C=CCc1c(C)nc(-c2ccccc2)nc1N/N=C/c1ccncc1
 : 10%, 2%, i, u, 0%, 2%, 26%, -4%
> COc1ccc(N2CCN(c3ccc(N4C(=O)COCC4=O)cc3[N+](=O)[O-])CC2)cc1
 : 4%, 2%, -3%, u, 3%, 4%, x, 11%
> CC(C)[C@H](O)C1=CCCCC1=O
 : -5%, 5%, i, x, -2%, 6%, 5%, 0%
> CC(=O)Nc1ccc(C(=O)NCCc2ccccc2)cc1
 : -5%, 6%, 1%, -12%, -4%, -10%, 16µM*, -5%
> COc1ccc(Nc2nc(Cl)nc(Nc3ccc(OC)cc3)n2)cc1
 : 11%, -2%, -2%, x, -3%, 4%, -45%[inhibitor], -3%
> CCOc1cc(/C=N/NC(=O)CNc2ccc(C)cc2)ccc1OC(=O)c1ccccc1
 : 0%, u, -16%, -6%, -11%, -5%, 6%, 0%
> Cc1ccc2[nH]c3c(c2c1)CN(C(=O)CN1CCN(c2ccccc2F)CC1)CC3
 : -6%, 8.9µM*, 7%, -1%, 2%, 1%, -15%, 0%
> O=C(N/N=C/c1cccs1)c1cccnc1
 : 5%, x, -8%, x, -1%, -8%, x, -1%
> Cc1ccc(C2N(c3cccc(Cl)c3)C(=O)N3CCCN23)cc1 (stereo not drawn)
 : -16%, 1%, -17%, x, 11%, -9%, x, -3%
> O=[N+]([O-])c1ccc(S(=O)(=O)NCC2CCCO2)cc1 (stereo not drawn)
 : 8%, 3%, -12%, -2%, -4%, 2%, -4%, 0%
> Nc1nc(NCCCN2CCOCC2)nc(Nc2ccc(F)cc2)c1[N+](=O)[O-]
 : 10%, -1%, i, 20%, -5%, 6%, -5%, -7%
> Cc1ccc(OCCn2c(=O)oc3ccc(C)cc32)cc1
 : 5%, u, -13%, 10%[46 µM], -16%, -2%, x, 0%
> CCCCCN(C(=O)NC(=O)Nc1ccccc1C)S(=O)(=O)c1ccccc1
 : 0%, -12%, -5%, -14%, -1%, 2%, 3%, 3%
> CCOC(=O)c1sc(NC(=O)c2ccc(C)s2)cc1C
 : 0%, u, -11%, u, u, -12%, 22µM*, 2%
> NC(=O)CSc1n[nH]c(-c2ccco2)n1
 : 4%, x, i, x, 2%, -10%, x, -2%
> Cc1sc2nc(CN(CCc3ccccc3)C(=O)c3ccco3)[nH]c(=O)c2c1C
 : -1%, 8%, -7%, 2%, 5%, -6%, -17%, -4%
> O=C(CC1C(=O)NC2CCCCC2N1C(=O)c1ccc(F)cc1)Nc1ccccc1 (stereo not drawn)
 : 0%, 13%, i, -10%, 2%, -3%, 7%, -1%
> COc1ccc(CCN(Cc2cc3cccc(C)c3[nH]c2=O)C(=O)NC2CCCCC2)cc1OC
 : -10%, -5%, -4%, 5%, -7%, -8%, -4%, 1%

Limited to JMJD2E inh and SMN2 splice up (two entries from above):
smiles | JMJD2E inh | SMN2 splice up
O=C(CC1C(=O)NC2CCCCC2N1C(=O)c1ccc(F)cc1)Nc1ccccc1 (stereo not drawn) | 2% | 7%
O=C(N/N=C/c1cccs1)c1cccnc1 | -1% | x
